Compound activity deposited in PubChem by several laboratories.
Granule exo inh: blocks lytic granule exocytosis; AID 651702; inhibition, % at 10 µM; TALL-104 LAMP-1 surface exposure, flow cytometry; cells stimulated with thapsigargin and PMA; actives 0.66% (n = 360,000);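 active = inhibition above about 55%, limit read from the data; inconclusive = no clear call, values can overlap the other calls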
ABCB6 inh 2: blocks the human ABCB6 transporter. Q9NP58. actives 0.19% (n = 360,000). K562-ABCB6 porphyrin accumulation, flow cytometry, 1 h; hits give low values. AID 602162. fluorescence ratio to DMSO, % at 10 µM;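 active = fluorescence ratio to DMSO below 75%, the collection mean minus 3 SD; inconclusive = too few cells collected in the well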;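 note: signal is porphyrin accumulated inside mitochondria; 100% equals median channel fluorescence of DMSO control wells; lower ratio means ABCB6 inhibition with less porphyrin fluorescence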
N-glyco inh: N-linked glycosylation inhibition; reporter increase, % at 12.5 µM; AID 588692; actives 0.23% (n = 360,000); D54 ERlucT glycosylation luciferase reporter, 24 h; percent of 100 nM tunicamycin response;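 active = mean luciferase reporter signal, scaled so untreated is 0 and the glycosylation-blocking control 100, at or above a set limit in every replicate; inconclusive = mean reaches the limit but not every replicate does; inactive = mean below the limit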;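 note: luciferase carries N-glycosylation sites so blocking glycosylation raises the light; 0% = median of neutral control wells and 100% = median of 100 nM tunicamycin wells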
Cardio protect: myocardial damage modulation in H9c2 cells | H9c2 cardiomyocytes, H2O2 injury protection, ATPLite, 2 h | protection from H2O2 cell death, % at 20 µM | actives 0.63% (n = 360,000);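 active = compounds giving at least 50% protection of heart cells from peroxide-induced death in the single-dose screen, raw or plate-pattern-corrected value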;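 note: 0% = DMSO wells with peroxide and 100% = DMSO wells without peroxide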
CaV13 ICDI inh: Disruptors of the CACNA1D IQ motif to Ca2+-dependent inactivation inhibitor domain association, primary screening, Förster resonance energy transfer in intact living …; HEK cells, CFP/YFP FRET ICDI-IQ, plate reader, 10 min; percent FRET-ratio fall versus neutral wells; inhibition, % at 12.3 µM; actives 0.098% (n = 340,000); AID 743397;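 active = mean replicate inhibition of at least 30% and at least 1% of replicates passing that level; inconclusive = only one of the two criteria is met; inactive = neither criterion is met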;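 note: 0% = median of the neutral control wells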
ABHD5 PLIN5 PPI: inhibitors of human ABHD5-perilipin-5 interaction; Q00G26+Q8WTS1; Split G. princeps luciferase complementation, luminescence, 4 h; inhibition, % at 4 µM; actives 0.78% (n = 360,000); AID 602281;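 active = inhibition above the mean inhibition across every tested compound plus 3 SD, cut at about 22% in these data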;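 note: 0% = DMSO only wells and the 100% control is not disclosed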
MC4R antagonist: antagonists of human melanocortin 4 receptor (MC4R). P32245. MC4R-expressing cells, MTII-stimulated cAMP, LANCE TR-FRET. inhibition, % at 6.5 µM. actives 0.48% (n = 360,000);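 active = inhibition above its plate's cutoff, the mean of tested wells on that plate plus 3 SD, cut at about 29% in these data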;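 note: 0% = Melanotan II alone and 100% = Melanotan II plus saturating MCL0020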
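System – human MC4R-expressing U2OS cells · Also added – Melanotan II · Dosing – one concentration, 6.5 µM nominal · Timing – 30-min compound, 1-h challenge, 1-h detection, room temperature · Measured by – Eu-cAMP/anti-cAMP TR-FRET, emission 671 nm · Replicates – singlicate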
HTR2A ag: mouse HTR2A agonism via beta-arrestin recruitment. P35363. CHO-K1 mHTR2A beta-arrestin complementation, luminescence; percent of 30 µM serotonin response. activation, % at 7.6 µM. actives 0.66% (n = 360,000);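 active = activation above a run cutoff, the mean activation of all tested compounds plus 3 SD, cut at about 14% in these data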;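 note: 0% = plate median of compound wells and 100% = 30 µM serotonin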
Target sequence (P35363 whole entry, looked up): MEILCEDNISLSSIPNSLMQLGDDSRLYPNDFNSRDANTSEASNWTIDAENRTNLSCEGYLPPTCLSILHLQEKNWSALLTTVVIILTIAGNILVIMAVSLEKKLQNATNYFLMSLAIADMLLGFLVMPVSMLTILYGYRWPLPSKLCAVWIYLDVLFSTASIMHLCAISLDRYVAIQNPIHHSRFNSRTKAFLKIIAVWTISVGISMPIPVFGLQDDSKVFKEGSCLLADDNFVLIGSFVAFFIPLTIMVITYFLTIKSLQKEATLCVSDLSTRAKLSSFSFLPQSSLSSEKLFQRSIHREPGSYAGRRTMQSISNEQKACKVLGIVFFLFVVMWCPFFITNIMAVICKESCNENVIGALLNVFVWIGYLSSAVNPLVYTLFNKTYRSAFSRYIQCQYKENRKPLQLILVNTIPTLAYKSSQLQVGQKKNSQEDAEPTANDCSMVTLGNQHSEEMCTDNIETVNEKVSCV
PDI inh: blocks human protein disulfide isomerase activity; P07237; PDI insulin aggregation turbidity, A650, 90 min; inhibition, % at 10 µM; actives 0.052% (n = 350,000);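 active = mean inhibition across replicates of 30% or more, whatever share of single replicates reach that level; inconclusive = mean inhibition below 30% while every single replicate reaches 30%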;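 note: absorbance from insulin aggregation driven by PDI reduction with DTT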
Target sequence (P07237 whole entry, looked up): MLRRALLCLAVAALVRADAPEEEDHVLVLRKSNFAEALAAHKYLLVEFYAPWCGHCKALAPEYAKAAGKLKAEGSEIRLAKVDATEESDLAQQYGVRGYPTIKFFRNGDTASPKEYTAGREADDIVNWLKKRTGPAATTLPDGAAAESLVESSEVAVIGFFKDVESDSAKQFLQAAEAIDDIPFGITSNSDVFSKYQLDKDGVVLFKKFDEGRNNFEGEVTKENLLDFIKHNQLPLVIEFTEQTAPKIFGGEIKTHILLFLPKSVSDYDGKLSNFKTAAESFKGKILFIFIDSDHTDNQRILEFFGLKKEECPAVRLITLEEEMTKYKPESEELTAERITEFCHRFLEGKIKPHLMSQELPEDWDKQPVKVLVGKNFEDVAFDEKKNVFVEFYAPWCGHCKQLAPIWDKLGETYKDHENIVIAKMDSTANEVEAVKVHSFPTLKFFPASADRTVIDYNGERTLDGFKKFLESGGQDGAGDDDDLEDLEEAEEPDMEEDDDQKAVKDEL
MC4R ag barr: human MC4R agonism via beta-arrestin | U2OS MC4R beta-arrestin complementation, luminescence; percent of melanotan II response, DMSO zero | activation, % at 8.9 µM | actives 0.98% (n = 360,000) | AID 540308;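 active = activation above a per-plate cutoff, the mean activation of sample wells on that plate plus 3 SD, cut at about 8% in these data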
An asterisk follows results filed as active; ? = inconclusive; / = not tested or not shown. Compounds were not picked by outcome; any-hit rate near 4.2%.

SMILES | Granule exo inh | ABCB6 inh 2 | N-glyco inh | Cardio protect | CaV13 ICDI inh | ABHD5 PLIN5 PPI | MC4R antagonist | HTR2A ag | PDI inh | MC4R ag barr
O=C(Oc1ccc(-c2nc(-c3ccccn3)no2)cc1)c1ccccc1 | 2 | 91 | -13 | -19 | -4 | 3 | -1 | 5 | -14 | -0.7
COc1ccc(NC(=O)COC(=O)c2ccc(O)cc2)c([N+](=O)[O-])c1 | 0 | 100 | 0 | 4 | -1 | -6 | -2 | 0 | 6 | -0.8
COc1ccc(NC(=O)C2(C)CCCN(C(C)C)C2)cc1F (stereo unspecified) | -6 | 98 | -2 | 0 | -6 | 3 | 2 | 2 | -26 | -0.2
C=CCn1c(SCC(=O)Nc2ccccc2)nnc1-c1cccc(S(=O)(=O)N2CCOCC2)c1 | 2 | 97 | -2 | 2 | -5 | -1 | 9 | 2 | 1 | -1.1
O=C(NCCc1ccccc1F)/C(=C/c1cccnc1)NC(=O)c1ccccc1 | -1 | 101 | 1 | -3 | -7 | 8 | 1 | -1 | 5 | 4.0
CCOc1ccc(OCCSc2nc3ccccc3c(=O)[nH]2)cc1 | 0 | 100 | -1 | -2 | -8 | 0 | 1 | -3 | -2 | 9.6*
Nc1ccnn1-c1ccccc1 | -9 | 97 | 3 | -5 | -4 | -4 | -1 | 3 | -10 | -1.4
CN(CCc1ccccc1)C(=O)c1cccc(NC(=O)Cc2cccc(NC(=O)C3CCN(C(=O)C4CC4)CC3)c2)c1 | 9 | 102 | 0 | 0 | -6 | 3 | -2 | -5 | -3 | 0.8
CC1(C)Cc2[nH]c(=O)c(C#N)cc2CS1 | 1 | 106 | 1 | 2 | / | -3 | 3 | -3 | 12 | -1.0
O=S(=O)(Nc1ccc(C(O)(C(F)(F)F)C(F)(F)F)cc1)c1cccc2ccccc12 | -9 | 105 | -4 | -21 | -5 | -9 | 6 | -8 | 3 | 2.1
COc1ccc(NC(=O)c2cccc(N3C(=O)C4C5C=CC(C5)C4C3=O)c2)cc1Cl (stereo unspecified) | -5 | 98 | -1 | -18 | -3 | -6 | -6 | 6 | 3 | -3.6
CC(C)c1csc(CN2CCN(Cc3ccccc3)C(CCO)C2)n1 (stereo unspecified) | 2 | 99 | 1 | -4 | -6 | 2 | 2 | -1 | 10 | -1.6
O=C(O)c1ccc(S(=O)(=O)N(Cc2ccccc2)Cc2ccccc2)cc1 | -3 | 98 | 1 | 6 | -3 | -8 | 11 | -5 | 1 | 0.3
COc1ccc(NC(=O)c2ccccc2SC)c(OC)c1 | -1 | 109 | 3 | -14 | -4 | -5 | 5 | -8 | 0 | -4.9
CCOc1ccc(NS(=O)(=O)c2ccc3[nH]c(=O)oc3c2)cc1 | -2 | 95 | 0 | -20 | -6 | 1 | 4 | 2 | 1 | 0.2
OCCCNC(=S)Nc1ccc2nccnc2c1 | 8 | 101 | 1 | 13 | -12 | -8 | 16 | 9 | 2 | 0.0
C=CCn1c(SCC(=O)NC2CCS(=O)(=O)C2)nnc1-c1ccncc1 (stereo unspecified) | 1 | 95 | 1 | 12 | -5 | 4 | 6 | 0 | -1 | -2.2
COc1cccc(N2CC(C(=O)Nc3nnc(SCC(=O)N4CCCC4)s3)CC2=O)c1 (stereo unspecified) | 7 | 100 | 3 | 2 | -9 | -3 | -1 | 4 | 1 | -3.3
C=COCCNC(=S)N1CCOCCOCCN(C(=S)NCCOC=C)CCOCCOCC1 | 0 | 97 | 2 | 8 | 2 | 11 | -1 | 7 | 2 | -3.6
Cc1cc(C(=O)COC(=O)c2ccc(Br)o2)c(C)n1C | 1 | 94 | 1 | -13 | 9 | -3 | 10 | -2 | 2 | -1.3
O=C(NNS(=O)(=O)c1ccccc1[N+](=O)[O-])c1ccccc1[N+](=O)[O-] | ? | 88 | 2 | 5 | -5 | -2 | 11 | 2 | 10 | -3.3
CCNS(=O)(=O)c1ccc(NC(=O)Nc2cccc(OC)c2)cc1 | -4 | 94 | -1 | 0 | -6 | -3 | -2 | -1 | -3 | -1.2
Cc1nc2c(Cl)cccc2c2c1CC(CBr)O2 (stereo unspecified) | -9 | 102 | -1 | -13 | -5 | 0 | 10 | 9 | 0 | 0.9
CCC(CC)C(=O)Nc1cc(C(=O)OC)cc(C(=O)OC)c1 | -1 | 93 | 4 | 9 | -3 | 3 | 11 | -3 | -2 | -1.3
Cc1[nH]n(-c2ccccc2)c(=O)c1/C=N/n1c(C)nc2ccccc2c1=O | -2 | 93 | 3 | -7 | -4 | -9 | 0 | -4 | 18 | -0.6
O=C(NCc1ccco1)c1sc2cc(F)ccc2c1Cl | 12 | 102 | -1 | -4 | -5 | -1 | -1 | -4 | 11 | -1.8
O=C(Nc1ccc([N+](=O)[O-])cc1)N1CCCCCC1 | -3 | 97 | 0 | -2 | -5 | 4 | 6 | 2 | 1 | -2.9
CC1(OC(=O)C2CCCC2)C(=O)C=C2C=C(c3ccsc3)N(C(CO)CO)C=C2C1=O (stereo unspecified) | -3 | 101 | 0 | 1 | -6 | -19 | 2 | 0 | -11 | 0.1
O=C(COc1ccc2c3c(c(=O)oc2c1)CCC3)NCC1CCC(C(=O)O)CC1 (stereo unspecified) | 1 | 99 | 1 | -3 | -8 | 2 | 2 | 9 | 10 | -0.4
COc1ccc(CNC(=O)c2c(-c3c(F)cccc3Cl)noc2C)cc1 | -5 | 101 | -1 | -4 | -19 | 4 | 8 | 2 | -5 | 0.0
O=C(NC1CCCCCC1)c1cc(=O)[nH]c2ccc(S(=O)(=O)N3CCOCC3)cc12 | -2 | 101 | 2 | 7 | -2 | -3 | 6 | -3 | -1 | 1.2
COCCCNC(=O)CSC1=Nc2ccccc2C2=NC(CC(=O)NCc3ccccc3)C(=O)N12 (stereo unspecified) | -2 | 96 | 2 | 0 | -15 | 6 | 1 | 6 | 2 | 1.1
Cc1nnnn1/C(=C\c1ccccc1)C(=O)OCC(=O)N(C)C1CCS(=O)(=O)C1 (stereo unspecified) | -1 | 91 | -1 | 0 | / | 12 | 19 | 1 | -1 | -2.4
CCN(C(=O)COC(=O)c1cc([N+](=O)[O-])ccc1N1CCOCC1)c1ccccc1 | 8 | 104 | -5 | -2 | -5 | -4 | -3 | -5 | -4 | 0.6
COc1ccc2c(c1)CCCC21NC(=O)N(CC(=O)c2cc(F)ccc2F)C1=O (stereo unspecified) | -4 | 96 | 1 | -4 | -3 | 3 | 5 | 3 | 11 | -0.2
Cc1ccc(NC(=O)C=NOCC(=O)Nc2cc(C)cc(C)c2)cc1 | -1 | 96 | 3 | -10 | -5 | -4 | -4 | -4 | 10 | 3.8
O=C(OCCN1CCN(c2ncc(C(F)(F)F)cc2Cl)CC1)c1ccc(Cl)cc1 | 0 | 96 | 2 | -22 | -5 | -1 | -2 | 0 | -2 | 0.3
Cc1ccc(C(=O)NNC(=O)c2ccc(Br)s2)cc1S(=O)(=O)N1CCOCC1 | 0 | 117 | 1 | -3 | -5 | 2 | 18 | -5 | 1 | 0.8
Cc1cc(Cl)ccc1OCCCC(=O)NNC(=O)c1ccccc1O | 40 | 99 | -6 | 55* | -2 | -5 | 14 | -5 | -3 | -2.8
C/C(Cl)=C/Cn1c(SC(C)C)nc2c1c(=O)[nH]c(=O)n2C | -3 | 95 | 0 | -10 | / | -8 | 12 | 0 | -4 | 1.6
O=c1ccc(-c2ccccc2)n[nH]1 | 1 | 100 | 3 | 1 | -8 | 4 | 3 | 12 | 0 | -0.2
O=C(c1cccc(S(=O)(=O)N2CCCC2)c1)N1CCCc2ccccc21 | -2 | 96 | -3 | -5 | -7 | 3 | 1 | 4 | 0 | 0.6
Cc1ccc(N(CC(=O)NC2CCCCC2)C(=O)CNC(=O)c2ccco2)cc1C | -1 | 110 | 0 | 0 | -5 | -5 | 25 | -3 | -4 | -0.8
Cc1ccc(NS(=O)(=O)c2ccc(CCC(=O)N3CCOCC3)cc2)cc1 | -1 | 98 | -2 | -4 | -4 | -18 | 0 | 2 | 0 | 0.1
COc1ccccc1N1CCN(S(=O)(=O)CCNC(=O)c2ccc(OC(C)C)cc2)CC1 | -1 | 99 | -2 | -1 | -5 | 6 | -2 | 2 | 17 | -2.0
Cc1ccc(N2CCN(c3cc(C)nc4nc(C)nn34)CC2)c(C)c1 | -2 | 98 | 3 | 13 | -6 | 8 | 3 | -4 | -3 | 1.2
COc1cccc(NC(=O)CN(C)C(C)C(=O)Nc2ccc(S(=O)(=O)N3CCOCC3)cc2)c1 (stereo unspecified) | -1 | 101 | -2 | 0 | 0 | -5 | -2 | 1 | 0 | 2.1
CC1CCCC(NC(=O)C2N(CCCN3CCCC3)C(=O)C3C(C(=O)Nc4cccc(Cl)c4)C4C=CC32O4)C1C (stereo unspecified) | 7 | 97 | 2 | 4 | -7 | 3 | 0 | 5 | -4 | -0.3
CCOC(=O)c1c(N)c2cc([N+](=O)[O-])cnc2n1C | 6 | 104 | 1 | -8 | -12 | -3 | -8 | 4 | 7 | -1.6
CCOc1ccccc1OCCC(=O)Nc1ccc(F)c(Cl)c1 | 7 | 100 | -2 | -3 | -4 | -4 | 15 | -3 | -5 | 2.3

New compounds follow:
SMILES | Granule exo inh | ABCB6 inh 2 | N-glyco inh | Cardio protect | CaV13 ICDI inh | ABHD5 PLIN5 PPI | MC4R antagonist | HTR2A ag | PDI inh | MC4R ag barr
Cc1cccc(NC(=O)N2CCCC2C(=O)NCc2cccs2)c1 (stereo unspecified) | 7 | 104 | -2 | -2 | / | 1 | 7 | 4 | -5 | -1.1
COc1ccc(NC(C(=O)Nc2cccc(C(C)=O)c2)c2ccccc2)cc1 (stereo unspecified) | -1 | 96 | -2 | -5 | -6 | -3 | 0 | 2 | 3 | 0.7
C/C(=N\NC(=O)c1cccc(S(=O)(=O)N2CCOCC2)c1)c1ccc(C#N)cc1 | 1 | 90 | 2 | 14 | / | 2 | -1 | 4 | 12 | -2.0
COc1ccc(C(=O)NCCn2cc(SCC(=O)N3CCOCC3)c3ccccc32)cc1 | 0 | 92 | -4 | 13 | / | -5 | 15 | 3 | 1 | 1.1
O=c1c(-c2ccccc2)nnc2sc(COc3ccc(Br)cc3)nn12 | ? | 92 | 1 | -6 | -17 | 9 | 9 | 1 | 1 | 0.3
O=C(NC1CCCCC1)C(c1cc2ccccc2o1)n1c(=O)c(-c2ccco2)nc2ccccc21 (stereo unspecified) | 6 | / | / | / | -8 | 78* | / | 0 | / | /
Cc1ccc(CNC(=O)Nc2ccc(C)cc2)cc1 | -6 | 103 | 0 | 1 | 9 | 2 | 9 | -2 | -7 | 3.2
